# Screening results: PubChem, several laboratories
# SIAE inh: blocks human sialic acid acetylesterase. Q9HAT2. inhibition, % at 9.66 µM. SIAE FP-Rh probe binding, fluorescence polarization. actives 0.69% (n = 370,000);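 active means inhibition above a cutoff: mean of compounds within the control limits plus 3 SD of those, cut at about 17% in these data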;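 further: 0% = plate median of compound wells and 100% = probe without SIAE protein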
# MBD2 DNA inh: inhibitors of human MBD2 binding to methylated oligonucleotide; Q9UBB5; TR-FRET; inhibition, % at 4.4 µM; actives 0.31% (n = 370,000); in the data active means inhibition above about 13%
# Target sequence (Q9UBB5 whole entry, looked up): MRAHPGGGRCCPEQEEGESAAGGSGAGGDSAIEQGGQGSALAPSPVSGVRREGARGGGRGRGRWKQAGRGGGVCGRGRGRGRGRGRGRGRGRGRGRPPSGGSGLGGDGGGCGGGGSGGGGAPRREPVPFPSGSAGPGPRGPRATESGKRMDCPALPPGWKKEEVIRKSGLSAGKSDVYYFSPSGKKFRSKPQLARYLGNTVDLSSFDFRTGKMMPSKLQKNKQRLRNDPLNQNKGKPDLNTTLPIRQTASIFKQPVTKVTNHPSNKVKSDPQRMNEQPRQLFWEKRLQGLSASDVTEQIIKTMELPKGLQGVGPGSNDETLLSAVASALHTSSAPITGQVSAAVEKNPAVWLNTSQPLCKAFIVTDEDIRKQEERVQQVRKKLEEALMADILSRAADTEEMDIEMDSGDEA
# ABHD4 inh: inhibitors of mouse ABHD4; Q8VD66; purified mABHD4, FP-Rh probe fluorescence polarization; inhibition, % at 8.92 µM; actives 0.54% (n = 370,000);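 active means inhibition exceeding the mean over every tested compound plus 3 SD, cut at about 30% in these data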;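 further: 0% = plate median of compound wells and 100% = S159A mutant with DMSO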
# Target sequence (Q8VD66 whole entry, looked up): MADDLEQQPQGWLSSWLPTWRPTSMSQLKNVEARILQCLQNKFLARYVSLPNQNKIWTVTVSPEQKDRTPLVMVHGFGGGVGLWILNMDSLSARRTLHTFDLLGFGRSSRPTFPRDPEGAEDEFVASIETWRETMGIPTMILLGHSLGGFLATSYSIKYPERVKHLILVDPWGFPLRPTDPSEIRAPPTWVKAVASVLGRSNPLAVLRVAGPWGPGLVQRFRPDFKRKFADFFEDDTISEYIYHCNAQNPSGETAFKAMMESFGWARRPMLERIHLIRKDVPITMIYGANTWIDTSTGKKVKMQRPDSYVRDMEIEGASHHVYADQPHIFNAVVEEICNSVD
#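 Assay system: mABHD4 protein; medium: HEPES pH 7.0, NaCl, Pluronic buffer; dosing: 8.92 µM, single dose; schedule: 45 min + 60 min at 25 °C; signal: FP readout, ex 525 nm / em 598 nm; read-out: normalized percent inhibition of probe labeling; repeats: single replicate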
# TDP2 inh: blocks human TDP2 phosphodiesterase activity; recombinant TDP2, T5PNP hydrolysis, p-nitrophenol absorbance 415 nm; inhibition, % at 12.8 µM; O95551; actives 0.34% (n = 370,000);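 active means inhibition above the mean of all tested compounds plus 3 SD, set per campaign, cut at about 25% in these data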;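 further: 0% = DMSO with enzyme and 100% = buffer with substrate but no TDP2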
# Target sequence (O95551 whole entry, looked up): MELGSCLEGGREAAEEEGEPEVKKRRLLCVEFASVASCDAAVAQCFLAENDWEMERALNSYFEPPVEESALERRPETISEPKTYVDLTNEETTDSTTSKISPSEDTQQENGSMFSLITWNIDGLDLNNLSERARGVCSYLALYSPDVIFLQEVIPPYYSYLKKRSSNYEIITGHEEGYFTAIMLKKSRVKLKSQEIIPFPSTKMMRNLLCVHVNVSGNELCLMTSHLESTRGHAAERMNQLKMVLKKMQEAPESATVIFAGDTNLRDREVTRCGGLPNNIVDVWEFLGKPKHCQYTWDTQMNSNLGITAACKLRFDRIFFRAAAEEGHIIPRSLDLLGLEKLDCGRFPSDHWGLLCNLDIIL
#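 Assay system: recombinant human TDP2 / Reagent: T5PNP substrate at 5 mM, a TopII-DNA adduct mimic / Measured by: epi absorbance from released p-nitrophenol / Evaluation: % inhibition relative to enzyme-containing and enzyme-free wells / Control set: enzyme-free and DMSO wells / Replicates: each compound tested once, singlicate / Schedule: enzyme reaction with compound for 2 h at 37 °C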
# HTRA1 inh: inhibitors of human serine peptidase HTRA1; inhibition, % at 5.96 µM; recombinant HTRA1, FP-rhodamine activity-based probe, fluorescence polarization; Q92743; actives 0.5% (n = 340,000); in the data active means inhibition above about 36%;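 further: 0% = enzyme with DMSO and 100% = wells lacking enzyme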
# TCR CD3 inh: blocks the human TCR-CD3 interaction; TAMRA-labeled TCR probe fluorescence, biochemical; inhibition, % at 9.4 µM; actives 0.37% (n = 360,000); AID 651800; in the data active means inhibition above about 19%;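 further: recombinant mutant TCR 2C K166C tagged with TAMRA read by polarization; 0% = receptor in buffer alone and 100% = receptor with positive control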
# LEDGF integ inh: blocks HIV-1 LEDGF/p75-dependent DNA integration; actives 0.64% (n = 370,000); TR-FRET IN-LEDGF/p75 DNA integration, Eu/Cy5; AID 743269; inhibition, % at 3.7 µM;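 active means inhibition above the screen-wide mean plus 3 SD, cut at about 13% in these data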;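 further: signal is the Cy5 over europium emission ratio at 671 and 618 nm; 0% = plate median of compound wells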
# PRMT1 inh: PRMT1 (human) inhibition, primary screen. Q99873. recombinant PRMT1, activity-based probe fluorescence polarization. inhibition, % at 2.79 µM. actives 1.3% (n = 370,000). AID 652257;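 active means inhibition above about 21% made by adding two undisclosed values, limit read from the data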
# rCAG binder: r(CAG) repeat RNA binding. TO-PRO-1 dye displacement fluorescence. inhibition, % at 3 µM. actives 1.3% (n = 370,000). AID 651821;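 active means inhibition above the plate cutoff, the mean of all test compounds on that plate plus 3 SD, cut at about 35% in these data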;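 further: 0% = DMSO alone and 100% = 100 µM mitoxantrone as full dye displacement; higher means more dye released from RNA so lower well fluorescence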
# NPR2 activator: GC-B (human) receptor activation | actives 0.11% (n = 370,000) | AID 1920062 | activation, % at 10 µM | P20594 | HEK293-GC-B cells, CNP EC30, cGMP TR-FRET; 0% at EC30 CNP, 100% saturating CNP;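 active means activation at 10 µM reaching about 35% in either raw or pattern-adjusted values, limit read from the data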
# * hit, by the source's call; . = not tested or not shown. A portion of the library (hit frequency here may not be typical).
SMILES,SIAE inh,MBD2 DNA inh,ABHD4 inh,TDP2 inh,HTRA1 inh,TCR CD3 inh,LEDGF integ inh,PRMT1 inh,rCAG binder,NPR2 activator
CC(=O)Nc1ccc(NC(=O)C(C)OC(=O)/C(C#N)=C/c2ccc(N(C)C)cc2)cc1 (centres undefined),-134.4,4.3,-28.6,-10.8,-14.1,-19.5,0.4,29.8*,1.0,2.5
CS(=O)(=O)N1CCC(C(=O)Nc2ccc(Oc3ccccc3)cc2)CC1,3.5,-1.3,-1.1,5.4,4.7,-4.9,0.5,-1.3,-0.2,6.3
COc1ccc(C(=O)CSc2nccn2C)c(OC)c1,4.3,2.6,-3.7,13.6,0.0,3.2,-2.1,0.3,-1.5,0.8
Cc1ccc(-n2nc(C)c(Sc3ccccc3[N+](=O)[O-])c2N)cc1,5.2,0.3,0.8,-8.9,-12.4,3.2,1.0,15.6,4.0,-1.8
Cc1cccc(OCc2nnc(SCc3nc4ccccc4c(=O)[nH]3)o2)c1,-12.1,-3.1,1.4,-13.2,-7.5,3.2,-1.5,0.5,-0.3,-8.8
Cc1ccccc1OCC(=O)OCC(=O)c1ccc(OC(=O)c2ccccc2)cc1,-4.7,5.9,-6.7,-3.5,1.8,-3.5,0.3,1.2,-0.2,-1.9
COc1ccc(NC(=O)CCCOc2ccc(C(C)=O)cc2)cc1S(=O)(=O)N1CCCCC1,2.3,2.7,-1.4,-3.5,-2.0,6.1,2.9,-4.9,1.3,2.5
O=C(CCNC(=O)c1ccc([N+](=O)[O-])cc1)NCC1COc2ccccc2O1 (centres undefined),-7.6,9.6,-6.1,4.9,0.4,-1.6,-2.9,3.6,-2.3,-1.6
Fc1cccc(COc2ccccc2CNc2ccccc2)c1,6.2,-1.5,2.1,-4.2,-4.0,3.4,-0.7,-2.7,2.5,-0.7
CC1CN(C(C)C)C(=S)NC1=O (centres undefined),1.7,2.8,0.7,-4.7,-1.3,6.2,-0.4,-2.8,3.1,3.0
COc1cc(C2C3=C(CCCC3=O)OC3=C2C(=O)CCC3)ccc1OCC(=O)Nc1ccccc1,8.8,1.0,3.4,-3.1,-8.0,3.5,-3.5,0.3,-3.5,0.4
CCCCn1c(N)c(N(CCOC)C(=O)c2oc3ccc(Br)cc3c2C)c(=O)[nH]c1=O,-2.2,0.8,-1.6,12.6,-23.0,-0.9,2.4,-4.9,8.1,-3.6
CC(C)c1ccc(OCCCCN2CCCCC2)cc1,1.9,-1.7,17.2,7.6,-3.7,-6.9,-5.2,4.2,-0.7,9.5
COc1ccc(C(=O)Nc2ccc3[nH]ncc3c2)cc1OC,-5.4,1.1,-10.7,-7.8,-11.2,-5.2,-0.1,-2.9,5.6,-1.2
O=C1c2ccccc2C(c2nnnn2Cc2ccccc2)N1Cc1cccnc1 (centres undefined),6.3,4.6,10.0,4.8,.,-4.6,-0.2,3.5,1.4,-0.2
Nc1ccc(C(=O)N/N=C/c2cn(Cc3ccccc3)c3ccccc23)cc1,14.5,1.7,12.2,9.0,3.2,0.5,5.7,-1.3,6.9,-0.4
Cc1ccc([N+](=O)[O-])cc1NC(=O)CN(C1CCCCC1)S(=O)(=O)c1ccc(Cl)cc1,-10.8,0.9,-23.7,3.7,-28.0,-0.3,-0.6,2.0,9.0,-18.2
O=C1C(=O)c2ccccc2C(O)=C1c1cccc([N+](=O)[O-])c1,-1.0,-20.0,11.3,7.1,.,-3.9,0.6,-0.8,1.2,-9.9
CC1(c2nnc(-c3cccc(Cl)c3)o2)CC(c2ccccc2)=NO1 (centres undefined),5.7,0.6,-0.7,13.8,-28.2,-1.7,-0.2,-0.8,-2.7,-6.5
COc1cc(C=O)ccc1OCCOCCOc1cc(C)ccc1Cl,2.2,-2.6,-11.7,-12.0,-9.8,6.1,-2.1,1.9,-2.9,-6.8
CCn1c2ccccc2c2cc(/C=N/NC(=O)c3ccc(O)cc3)ccc21,-26.2,-2.3,-59.5,-9.6,-53.3,1.5,-3.6,4.0,25.9,-8.1
CN(CCC#N)C(=S)NC(=O)c1ccc(S(=O)(=O)N2CCOCC2)cc1,-9.2,3.2,2.0,6.8,-3.9,1.0,-3.8,1.1,4.0,1.0
COc1ccc([C@H]2C[C@H](O)[C@@H](n3cc(COC(=O)c4ccccc4)nn3)CN2Cc2cccs2)cc1,-2.2,-5.4,-25.9,-9.1,-4.9,-9.8,8.6,-3.9,5.6,1.0
CCCc1cc(C(=O)N2CCCC(N3CCN(c4ccccc4C)CC3)C2)n(C)n1 (centres undefined),3.7,-2.0,2.8,-2.9,-0.3,4.0,0.1,1.5,-9.0,2.7
CCN(C(=O)CN1CCC(C(=O)OC)CC1)c1c(N)n(Cc2ccccc2)c(=O)[nH]c1=O,-6.3,-1.5,1.4,4.1,5.0,8.2,0.5,-2.2,3.7,6.1
Cc1cccc(C(=O)NC(C)c2ccc(-n3ccnc3)cc2)c1C (centres undefined),-2.3,1.2,3.2,-5.7,4.1,-2.3,-5.8,-0.2,-4.3,6.0
O=C(NCc1ccc(C(F)(F)F)cc1)c1ccc2c(c1)S(=O)(=O)c1ccccc1C2=O,6.9,3.1,5.3,-6.8,7.1,-3.6,-2.6,1.3,1.1,-1.5
COc1ccccc1/C=N/Nc1cc(C)nc(N2CCOCC2)n1,-1.0,3.6,4.0,8.1,2.8,1.7,-2.8,4.2,-3.0,2.4
Cc1c(Cl)c(C(=O)N2CCCC2)nn1C,2.5,-4.5,7.7,4.5,1.1,-7.5,1.5,-1.3,-0.6,1.4
CN(C)Cc1ccc(O)c(CCc2ccccc2)n1,16.4,-4.3,5.2,4.4,7.6,-1.9,4.8,-2.9,-1.9,1.8
CO/N=C/C(=N\Nc1cc(OC)cc(OC)c1)C(=O)c1ccccc1,-4.5,1.6,2.8,2.5,-4.8,-5.4,1.6,4.5,2.5,-6.7
CCN(CC)C(=O)[C@H]1C[C@H](CC(=O)NCc2ccc(OC)c(OC)c2)C(=O)N2CCc3c([nH]c4cc(CCC(=O)N(C)C)ccc34)[C@]12C,5.0,-7.5,4.5,-8.0,6.7,10.8,-1.8,1.2,2.0,-0.5
COc1cc(CNCCc2ccc(S(N)(=O)=O)cc2)ccc1OCc1ccc(Cl)cc1,-0.7,3.0,10.9,-4.1,-5.9,-0.5,-0.3,-0.7,4.0,-9.5
Cc1ccc2c(c1)C(=O)N1[C@H]3c4cc(Br)ccc4OC[C@@H]3[C@H](c3ccccc3)[C@]1(C)C(=O)N2,-41.3,-3.7,-12.3,9.5,-22.9,3.5,-1.4,-1.3,9.0,1.8
Cc1ccnc(NS(=O)(=O)c2ccccc2)c1,2.6,-7.4,-5.9,1.2,11.6,2.1,-0.4,-3.5,-1.7,-2.1
N#Cc1ccccc1S(=O)(=O)N1CCN(C(=O)c2cccc(S(=O)(=O)N3CCCC3)c2)CC1,-3.4,-0.1,-0.3,1.8,6.0,-3.4,-4.3,-0.4,2.7,0.3
CCOc1ccc(C(C)=O)cc1CN1C(=O)NC2(CCCCCCC2)C1=O,2.6,2.9,-1.2,12.1,-3.9,2.7,-1.7,5.5,-2.8,3.1
Cc1ccc(C2C=C(c3ccccc3)Nc3nc(N4C(=O)CCC4=O)nn32)cc1 (centres undefined),3.9,4.0,-2.8,6.4,.,-13.9,-1.0,10.9,6.9,-6.7
CC(C)N1C(=O)S/C(=C/c2cccnc2)C1=O,-3.6,1.3,2.0,9.3,-1.9,-2.6,1.3,4.6,-0.4,0.1
COc1cc(CN(C)C(=O)C2CCN(S(=O)(=O)c3cccs3)CC2)ccc1OC(F)F,-8.6,3.3,5.6,-13.4,4.7,-5.3,2.1,0.5,-1.1,1.8
Cc1cccn2c(=O)c3cc(C#N)c(=N)n(Cc4cccnc4)c3nc12,4.2,-0.8,-1.5,-5.8,3.8,5.4,-5.1,0.4,-2.2,2.0
COC(=O)c1ccc(NC(=O)Cn2nc(-c3ccncc3)nc2SCC(=O)Nc2nccs2)cc1,-5.9,1.9,-4.6,12.2,-4.1,-0.6,1.0,-1.2,11.3,0.9
CCn1c(SCC(N)=O)nc2c(c1=O)C1(CCCC1)Cc1ccccc1-2,-2.5,6.8,-6.3,-9.8,-12.2,-1.7,2.7,1.4,-7.6,-5.3
COc1cc(C=CC(=O)OCC=Cc2ccc3c(c2)OCO3)cc(OC)c1OC,0.1,3.6,-13.7,-5.2,-3.6,-0.9,0.8,3.5,6.4,-2.0
COc1ccc(C(=O)NCCS(=O)(=O)N2CCc3ccccc3C2)cc1OC,-3.3,4.8,4.2,-6.3,0.4,-13.1,-4.2,2.6,-1.4,2.7

# An excerpt from the list above:
SMILES,SIAE inh,MBD2 DNA inh,ABHD4 inh,TDP2 inh,HTRA1 inh,TCR CD3 inh,LEDGF integ inh,PRMT1 inh,rCAG binder,NPR2 activator
CCN(CC)C(=O)[C@H]1C[C@H](CC(=O)NCc2ccc(OC)c(OC)c2)C(=O)N2CCc3c([nH]c4cc(CCC(=O)N(C)C)ccc34)[C@]12C,5.0,-7.5,4.5,-8.0,6.7,10.8,-1.8,1.2,2.0,-0.5
COc1cc(CNCCc2ccc(S(N)(=O)=O)cc2)ccc1OCc1ccc(Cl)cc1,-0.7,3.0,10.9,-4.1,-5.9,-0.5,-0.3,-0.7,4.0,-9.5

# Continuation.
SMILES,SIAE inh,MBD2 DNA inh,ABHD4 inh,TDP2 inh,HTRA1 inh,TCR CD3 inh,LEDGF integ inh,PRMT1 inh,rCAG binder,NPR2 activator
C=C1c2cc3c(cc2NC(=S)N1Cc1ccccc1)OCO3,-0.1,2.6,9.1,-1.4,.,-6.4,-4.1,4.8,10.2,0.4
Cc1cccc(C)c1N(CC(=O)N/N=C/c1cc(Br)c(C)o1)S(C)(=O)=O,8.3,1.9,1.2,0.3,3.5,-10.7,-0.3,-1.1,0.2,-1.4
CCCCn1nc(C(=O)N(C)Cc2nc3ccccc3c(=O)[nH]2)c2ccccc2c1=O,7.2,-2.6,5.1,4.6,2.7,0.4,1.7,2.5,23.4,0.6
CCN(CC)c1ccc(NC(=O)C2CCCN(S(=O)(=O)c3cnc[nH]3)C2)c(C)c1 (centres undefined),-2.1,1.9,-7.9,-6.2,-1.6,-6.7,-2.9,8.2,0.1,-9.7
Nc1nonc1-n1nnc(C(=O)N/N=C/c2ccc(Br)cc2)c1-c1ccc2c(c1)OCO2,-9.8,2.4,-16.5,-13.0,-2.6,1.7,5.2,-3.0,12.2,-6.5
O=C(c1cccs1)N(Cc1ccco1)Cc1cc2ccccc2[nH]c1=O,4.5,1.5,-2.8,-5.3,-1.6,7.5,2.5,1.8,-0.5,1.3
CC(C)c1ccc(S(=O)(=O)N2CCN(C(=O)c3ccc(N4CCCC4)c([N+](=O)[O-])c3)CC2)cc1,10.4,-3.1,-0.1,6.0,-1.6,-3.7,1.8,-2.4,3.6,-9.8
N#Cc1cccnc1N1CCN(C(=O)c2[nH]c(C(F)(F)F)nc2-c2ccccc2)CC1,-4.3,0.2,4.2,-6.0,.,0.5,2.7,-4.2,3.8,-0.9
COCCNC(=O)c1[nH]c(C(F)(F)F)nc1-c1ccccc1,0.1,-1.4,-1.3,5.0,.,1.2,1.2,2.1,3.5,4.1
CCn1nc(C(=O)OCC(=O)c2ccc(F)cc2)c2ccccc2c1=O,-2.5,-2.3,2.1,4.3,-19.9,4.7,1.6,-0.9,-1.6,-1.7
